# Screens from PubChem.
# ERK EGF inh = blocks ERK signaling stimulated by EGF; HEK293-V1b, EGF-stimulated phospho-ERK AlphaScreen; Potency, µM (titrated, usually from 11.5 µM), for the others: top-dose activity change, negative = inhibition, most hits filed as inhibitors; 0.41% of 130,000 active; active = well fitted inhibition curve with a large enough effect; inconclusive = small, poorly fitted or top-dose-only effect, or effect the other way;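 note: plate controls were stimulated vehicle wells for no effect and unstimulated vehicle basal for full effect; nearly all actives have a fitted effect of over 55% in size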
#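 Readout: AlphaScreen signal for phosphorylated ERK in lysed HEK293 cells stably expressing V1b. Stimulus 25 nM EGF, 5 min, following 30 min compound exposure. Data scaled to DMSO basal and full EGF activation.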
# * = called active by the depositor; ? = inconclusive; & = joins results of further samples; [ ] = dose if it differs, or a comment. Potency is the fitted concentration of half-maximal effect. An excerpt; count on the stated rates, not on these rows.
no.	smiles	ERK EGF inh
1	CN1c2ccsc2/C(=N/Nc2ccccc2)CS1(=O)=O	?
2	O=C(Nc1cccc(C2OCCCO2)c1)c1cccs1	7%
3	CCOCCCNC(=O)C(c1ccccc1)N(Cc1cccs1)C(=O)CNC(C)=O (stereo not drawn)	3%
4	COc1ccc(S(=O)(=O)N2CCCOC2CNC(=O)C(=O)NCCCn2ccnc2)cc1OC (stereo not drawn)	6%
5	O=C(CN1CCCCCC1)Nc1ccccc1Oc1ccccc1	1%
6	CC(C)c1ccc(C(CC(=O)O)NC(=O)c2cccs2)cc1 (stereo not drawn)	0%
7	O=c1cc(O)c2sc(Nc3ccc(Cl)c(F)c3)nc2[nH]1	0%[57.5 µM]
8	CCCC(=O)NC(=S)Nc1ccc(S(=O)(=O)Nc2ccc(OCC)cc2)cc1	-8%
9	O=c1c(CCc2ccccc2)nc2cnc(Nc3ccccc3)nc2n1Cc1cccs1	-2%
10	CC(NC(=O)c1ccccc1)C(=O)N/N=C/c1ccccc1 (stereo not drawn)	-13%
11	COc1ccc(NC(=O)CCNS(=O)(=O)c2cccc3nsnc23)cc1OC	-3%
12	CCOc1ccc(NC2OCC(O)C(O)C2O)c([N+](=O)[O-])c1 (stereo not drawn)	-3%
13	C/C(=N\NC(=S)NCCc1ccccc1)c1ccc(Cl)cc1	5%
14	COCCNC(=S)N1CCN(c2cccc(C(F)(F)F)c2)CC1	4%
15	COc1ccccc1CCNC(=O)Cc1cccs1	19%[57.5 µM]
16	O=C(Nc1cccc(S(=O)(=O)N2CCCCC2)c1)c1ccccc1NS(=O)(=O)c1ccc(F)cc1	-3%
17	O=C(NCc1cccs1)C1CCN(S(=O)(=O)c2cccs2)CC1	20%
18	O=S(=O)(NCC(c1ccco1)N1CCOCC1)c1ccc(Cl)cc1 (stereo not drawn)	-17%
19	CCOc1cc(N2CCOCC2)c(OCC)cc1NC(=O)COC(=O)[C@@H]1CCCN1S(=O)(=O)c1ccccc1F	4%
20	O=C(C1CCCN1S(=O)(=O)c1cccc2nsnc12)N1CCCCC1 (stereo not drawn)	-6%[57.5 µM]

# (further entries)
no.	smiles	ERK EGF inh
21	CSc1ccc(/C=C/C(=O)Nc2ccccc2)cc1	6%
22	COc1cc2c(C(=O)O)c(C)n(-c3ccccc3)c2c2ccccc12	10%[57.5 µM]
23	O=C1CN(C(=S)Nc2ccccc2Cl)CCN1	-3%
24	Cc1ccc(-c2ccc(CO)o2)cc1N	1%
25	CN1/C(=C\C(=O)CSc2nncn2C)C(C)(C)c2ccccc21	2%
26	COc1ccc(-n2c(Cc3cccn3C)nnc2SCC(=O)NC2CCCCC2)cc1	-16%
27	CCOc1cc(/C=N/NC(N)=O)cc(Br)c1OCc1ccccc1F	-2%
28	Cc1ccccc1NC(=O)Cn1c(=O)n(Cc2ccccc2)c(=O)c2c(C)c(C)sc21	-7%
29	Brc1ccc(OCCOc2cccc3cccnc23)cc1	-1%
30	CC1=C(C(=O)OCc2ccccc2)C(c2ccc3ccccc3c2)NC(=O)N1CCCCCC(=O)O (stereo not drawn)	3%&-11%
31	Cn1c(=O)c(C(=O)CN2CC(=O)Nc3ccccc32)c(N)n(Cc2ccccc2)c1=O	7%
32	CCC(=O)NC(Nc1c(C)n(C)n(-c2ccccc2)c1=O)C(Cl)(Cl)Cl (stereo not drawn)	4%
33	CCOC(=O)C1Sc2ccccc2NC1=O (stereo not drawn)	2%
34	O=Cc1cn(CC(=O)N2CCCc3ccccc32)c2ccccc12	-2%
35	COc1cc(CN2CCC(N3CCC(C(=O)N4CCCC4)CC3)CC2)cc2c1OCO2	-8%
36	Cc1ccc(NC(=O)Cn2nc(-c3ccccc3)nc2-c2ccccc2)c(C)c1	-7%
37	CC(=O)Nc1cccc(NC(=O)CSc2ccc(-c3cccnc3)nn2)c1	-2%
38	COC(=O)c1c(C)[nH]c(C(=O)CC#N)c1C	-2%
39	CC(NS(=O)(=O)c1ccccc1)C(=O)Nc1ccc(S(N)(=O)=O)cc1 (stereo not drawn)	5%
40	COc1ccc(CCNC(=O)C(=O)NCCOc2ccccc2Cl)cc1OC	-2%

# (continued)
no.	smiles	ERK EGF inh
41	COc1ccc(CN2C(=O)c3ccccc3C2=O)cc1C(=O)Nc1ccccc1N1CCOCC1	2%
42	CCOC(=O)C1(Cc2cccc(Cl)c2)CCCN(C(=O)CCOC)C1 (stereo not drawn)	0%[57.5 µM]
43	Cc1cc(C)c2nc(-c3ccccn3)cc(C(=O)Nc3ccc(S(=O)(=O)Nc4onc(C)c4C)cc3)c2c1	?
44	Cc1cccc(OCCNC(=O)CSc2ccc(C(F)(F)F)cc2[N+](=O)[O-])c1	10%
45	Cc1ccccc1-c1noc(-c2ccccc2C(=O)NCC2CCCO2)n1 (stereo not drawn)	15%[57.5 µM]
46	NS(=O)(=O)c1ccc(CCNC(=O)C(=O)NCC2OCCN2C(=O)c2ccc3c(c2)OCO3)cc1 (stereo not drawn)	-9%
47	CC/C(=N\NC(=O)Nc1nonc1N)c1ccc(OC)c(OC)c1	0%[57.5 µM]
48	COc1ccc(NC(=O)CCC(=O)OCC(=O)c2ccc(Oc3ccc([N+](=O)[O-])cc3)cc2)cc1	2%
49	CN/N=C(\Cc1nc2ccccc2[nH]1)c1ccc([N+](=O)[O-])cc1	-4%
50	COc1ccccc1NC(=O)/C=C\C(=O)O	8%
51	CCOc1cc(-c2cc(N)n[nH]2)cc(OCC)c1OCC	4%
52	Brc1ccc2[nH]c3nc(SCCN4CCOCC4)nnc3c2c1	1%
53	CCCCNC(=O)C1CCC(CNc2c(N3CCC(C)CC3)c(=O)c2=O)CC1 (stereo not drawn)	-3%[57.5 µM]
54	COc1c(C(C)C)oc2cc3oc(=O)ccc3cc12	16%&-3%
55	CC(=O)Nc1ccc(S(=O)(=O)Nc2cc(C)ccn2)cc1	3%
56	Cc1nn(C)cc1S(=O)(=O)N1CCN(Cc2ccccc2Cl)CC1	-4%
57	CCN(CC)S(=O)(=O)c1ccc(NS(=O)(=O)c2ccc(O)c([N+](=O)[O-])c2)cc1	4%
58	CCC1(C)N(O)C(C)(C)C(c2ccc(F)cc2)=[N+]1[O-] (stereo not drawn)	-6%
59	C=CCOc1ccc(/C(O)=C2/C(=O)C(=O)N(CCCn3ccnc3)C2c2ccco2)cc1 (stereo not drawn)	-2%
60	CCCNCc1nnc(-c2ccccc2Cl)o1	1%

# Look-ups from the list.
# `C=CCOc1ccc(/C(O)=C2/C(=O)C(=O)N(CCCn3ccnc3)C2c2ccco2)cc1` (stereo not drawn) in ERK EGF inh is entered as -2%
# `Brc1ccc2[nH]c3nc(SCCN4CCOCC4)nnc3c2c1` in ERK EGF inh is entered as 1%

# (more compounds)
no.	smiles	ERK EGF inh
61	CCN(CC)C(=O)CSc1ncnc2sc(C)c(C)c12	3%
62	CSc1nc(C)cc(Oc2ccccc2)n1	3%
63	OCC1(Cc2ccccc2)CCN(C2CCN(c3ccccc3F)CC2)CC1	-17%
64	O=[N+]([O-])c1ccc(CN2CCSCC2)cc1	8%
65	Cn1cnc(S(=O)(=O)Nc2ccc3c(c2)OCCO3)c1	-1%[57.5 µM]
66	Cc1ccc(-c2nnc3ccc(SCC(=O)N4CCCc5ccccc54)nn23)cc1	5%
67	O=S(=O)(NCC1CCCO1)c1ccc(S(=O)(=O)N(Cc2ccc(F)cc2)Cc2ccccn2)cc1 (stereo not drawn)	-4%
68	O=C(C1CCN(S(=O)(=O)N2CCOCC2)CC1)N1CCN(c2ccc(F)cc2)CC1	8%
69	O=C(NCCc1ccccc1)c1cc(-c2ccco2)on1	5%
70	O=C(CCl)N(Cc1cccc([N+](=O)[O-])c1)c1cccc(Cl)c1	2%
71	CCN(CC)S(=O)(=O)c1cccc(C(=O)NC(Cc2c[nH]c3ccccc23)c2nnc3n2CCC3)c1 (stereo not drawn)	1%
72	Cc1sc(NC(=O)Cn2[nH]c(=O)c3ccccc3c2=O)nc1-c1ccccc1	-5%
73	CN(C)S(=O)(=O)N1C(=O)c2ccccc2C1=O	-3%[57.5 µM]
74	COc1nc2ccccc2nc1CCC(=O)O	31%
75	Cc1onc(-c2c(Cl)cccc2Cl)c1/C(N)=N/OC(=O)C1CC1	-5%[57.5 µM]
76	CCCCC[C@H](O)/C=C/[C@H]1C(=O)C[C@H](O)[C@@H]1C/C=C\CCCC(=O)O	-1%
77	COc1ccc(/C=C/C(=O)OCC(=O)Nc2ccc(OC)c(S(=O)(=O)N3CCCCC3)c2)cc1	6%
78	COc1ccc(N2C(=O)CCC(C(=O)NCCCN3CCC(C)CC3)C2c2ccc(OC)c(OC)c2)cc1 (stereo not drawn)	13%
79	Cc1ccc2nc(-c3sc4nc(C)ccc4c3N)[nH]c2c1	25%
80	COc1cc(CCC(=O)OCC(=O)Nc2cccc(S(N)(=O)=O)c2)cc(OC)c1OC	1%

# Given with values ahead of the structure: entries from further up
No.	ERK EGF inh	mol
54	16%&-3%	COc1c(C(C)C)oc2cc3oc(=O)ccc3cc12
41	2%	COc1ccc(CN2C(=O)c3ccccc3C2=O)cc1C(=O)Nc1ccccc1N1CCOCC1
27	-2%	CCOc1cc(/C=N/NC(N)=O)cc(Br)c1OCc1ccccc1F
25	2%	CN1/C(=C\C(=O)CSc2nncn2C)C(C)(C)c2ccccc21
49	-4%	CN/N=C(\Cc1nc2ccccc2[nH]1)c1ccc([N+](=O)[O-])cc1
13	5%	C/C(=N\NC(=S)NCCc1ccccc1)c1ccc(Cl)cc1
31	7%	Cn1c(=O)c(C(=O)CN2CC(=O)Nc3ccccc32)c(N)n(Cc2ccccc2)c1=O

# Further entries.
no.	smiles	ERK EGF inh
81	COc1cccc(OC)c1OCCCCc1c(C)n[nH]c1C	16%
82	Cc1nn(Cc2ccccc2Cl)c(Cl)c1/C=C/C(=O)OCC(=O)NC1CCS(=O)(=O)C1 (stereo not drawn)	-19%
83	CC1Oc2ccccc2C=C1/C=N\NC(=O)c1cccnc1 (stereo not drawn)	-1%[57.5 µM]
84	Cn1ncc([N+](=O)[O-])c1C(=O)Nc1nccs1	-3%
85	COc1ccc(-c2[nH]ncc2CN2CCSCC2)c(OC)c1	-4%
86	c1cnc2c(-c3nccc4c3[nH]c3ccccc34)cccc2c1	-7%
87	CC(C#Cc1c([C@@H](C)Oc2ccccc2)nnn1Cc1ccccc1)Oc1ccccc1 (stereo partly drawn)	-16%[57.5 µM]
88	COc1ccc(CCN=C(NS(=O)(=O)c2ccccc2)c2ccccc2)cc1OC	-6%
89	NC(=S)N=Nc1c(O)n(Cc2ccc(Br)cc2)c2ccccc12	4%
90	CCN(CC)S(=O)(=O)c1ccc(N2CCOCC2)c(NC(=O)c2cc(-c3ccccn3)nc3ccccc23)c1	-7%
91	Cc1ccc(Nc2c(-c3ccc(N(C)C)cc3)nc3ncccn23)cc1	?
92	N/C(=N\OC(=O)CCCOc1ccc(Cl)cc1Cl)c1ccncc1	8%[57.5 µM]
93	COC(=O)COc1cc(Cl)c(C=O)cc1OC	2%
94	CC12CC3(C)CC(C)(C1)CC(C(=O)NCc1ccccn1)(C2)C3	5%
95	O=C(Nc1ccc2ccccc2n1)C1CCCCC1	-8%[57.5 µM]
96	CCC(=O)Nc1ccc(C(=O)CSc2nc3ccc(C)cc3[nH]2)cc1	11%
97	O=C(OCCNc1nc(-c2ccccc2)nc2ccccc12)c1ccncc1	-6%
98	Cc1ccc(NC(=O)CNCC(c2ccccc2)N(C)C)cc1F (stereo not drawn)	-8%[57.5 µM]
99	CC1(C(=O)NNC(=O)c2ccc(=O)oc2)CC1Br (stereo not drawn)	8%[57.5 µM]
100	CC(O)c1nc2ccccc2n1CCOc1ccccc1 (stereo not drawn)	-4%

# (list continues)
no.	smiles	ERK EGF inh
101	CCOC(=O)c1cn(Cc2ccccc2)nn1	-3%
102	COc1cccc(C(=O)N2CCN(Cc3ccccc3[N+](=O)[O-])CC2)c1	7%
103	C[n+]1cccc(C(=O)NCC2CCCO2)c1 (stereo not drawn)	7%
104	O=C(N/N=C/c1ccc(O)cc1)c1cc[n+](Cc2ccccc2)cc1	3%
105	O=C(CNCC1CCCO1)Nc1ccccc1-n1cccc1 (stereo not drawn)	-10%
106	Cn1cc(NC(=O)Nc2ccc(C(F)(F)F)cc2)c(C(F)(F)F)n1	-14%[57.5 µM]
107	O=C1NCCN(Cc2cccc(Oc3ccccc3)c2)C1CC(=O)N1CCCO1 (stereo not drawn)	7%
108	CCOC(=O)C1(Cc2ccccc2Cl)CCN(C(=O)c2cnccn2)CC1	-14%[57.5 µM]
109	CCC(=O)c1ccc(OCC(=O)NCCc2ccccn2)cc1	3%
110	CCN(CC)CCN(C(=O)CCOc1ccccc1)c1nc2ccc(F)cc2s1	-5%
111	CC(=O)c1sc(NC(=O)c2cccc(C)c2)nc1C	-6%
112	O=C(Nc1ncc(S(=O)(=O)c2ccc([N+](=O)[O-])cc2)s1)c1cccnc1	1%[57.5 µM]
113	Cc1ccc(S(=O)(=O)CCSc2nccn2C)cc1	-4%[57.5 µM]
114	CC(=O)CCc1c(C)nc2ccc(C)cc2c1Cl	1%
115	Cc1cc(C)c(NC(=S)NC(=O)c2c(Cl)c(C)nn2C)c([N+](=O)[O-])c1	2%
116	Cc1ccc(NC(=O)Cc2ncon2)cc1Cl	3%[57.5 µM]
117	CC1=C(C(=O)O)N2C(=O)[C@@H](NC(=O)C(N)c3ccccc3)[C@H]2SC1 (stereo partly drawn)	-6%
118	Cc1onc(-c2ccccc2)c1C(=O)c1c[nH]c(C(=O)NCCCN2CCOCC2)c1	-2%
119	Cc1nn(Cc2ccccc2)c(C)c1/C=N/NC(=O)c1ccccc1O	-13%[57.5 µM]
120	O=C1CN(c2nc3nonc3nc2N2CCCCC2)CCN1	-10%

# Following part.
no.	smiles	ERK EGF inh
121	S=c1[nH]nc(COc2ccc3ccccc3c2)o1	-3%
122	NS(=O)(=O)c1ccc(Cl)c(C(=O)Nc2ccccc2[N+](=O)[O-])c1	3%
123	COc1cc(OC)c2c(=O)c(O)c(-c3ccc(OC)c(OC)c3)oc2c1	18%
124	C/C(=N/O)c1ccc(Oc2cnccn2)cc1	6%
125	N=C1C(c2ccccc2)=C(O)CN1c1cccc2ccccc12	4%
